# Screening results from PubChem BioAssay.
# ssDAF-12 act: activators of S. stercoralis DAF-12 nuclear receptor. activation, % at 6.8 µM. HEK293 ssDAF-12/GRIP1 lit1-tk-luc reporter, luminescence; % of 3 µM dafachronic acid response. AID 652126. 370,000 compounds, 1% hits;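 active = activation above the mean over all tested compounds plus 3 SD, cut at about 0.9% in these data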;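 also: 0% = DMSO-only wells and 100% = 3 µM delta7-dafachronic acid wells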
# DAX1 inh-1: inhibitors of human orphan nuclear receptor DAX1 (NR0B1). P51843. HEK293 Gal4-DAX1 luciferase reporter, luminescence. inhibition, % at 6.75 µM. 340,000 compounds, 0.99% hits. AID 504766;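 active = inhibition above the mean over all tested compounds plus 3 SD, cut at about 4.2% in these data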;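 also: 0% = DAX1-transfected cells with DMSO and 100% = empty-vector control cells with DMSO; inhibition shows as a rise in luminescence from relieved DAX1 repression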
# Target sequence (P51843 207-470 limits assumed): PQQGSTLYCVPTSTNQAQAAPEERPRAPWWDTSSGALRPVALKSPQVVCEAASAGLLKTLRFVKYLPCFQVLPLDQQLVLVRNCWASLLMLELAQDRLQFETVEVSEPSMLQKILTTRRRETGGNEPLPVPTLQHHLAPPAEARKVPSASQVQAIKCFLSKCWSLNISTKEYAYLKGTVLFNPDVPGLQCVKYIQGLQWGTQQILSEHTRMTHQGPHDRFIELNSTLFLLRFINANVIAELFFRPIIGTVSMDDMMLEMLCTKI
# DAX1 inh-2: blocks DAX1 repression of SF-1 activated StAR promoter; HEK293T StAR-luciferase reporter, SF-1/DAX-1 repression relief; inhibition, % at 6.8 µM; 370,000 compounds, 1.1% hits; AID 652010;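 active = inhibition above the mean over all tested compounds plus 3 SD, cut at about 3.6% in these data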;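 also: 0% = DAX-1 cells with DMSO and 100% = cells lacking DAX-1 with DMSO; higher inhibition means more luminescence from relief of DAX-1 repression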
# ADAM17 inh: inhibitors of human ADAM17 | P78536 | inhibition, % at 6.95 µM | 370,000 compounds, 0.83% hits | recombinant ADAM17, EDANS/DABCYL FRET peptide cleavage;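 active = inhibition above the mean of compounds lying between control limits plus 3 SD, set per campaign, cut at about 8.5% in these data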;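 also: 0% = DMSO-only wells as the low control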
# Target sequence (P78536 215-824 limits assumed): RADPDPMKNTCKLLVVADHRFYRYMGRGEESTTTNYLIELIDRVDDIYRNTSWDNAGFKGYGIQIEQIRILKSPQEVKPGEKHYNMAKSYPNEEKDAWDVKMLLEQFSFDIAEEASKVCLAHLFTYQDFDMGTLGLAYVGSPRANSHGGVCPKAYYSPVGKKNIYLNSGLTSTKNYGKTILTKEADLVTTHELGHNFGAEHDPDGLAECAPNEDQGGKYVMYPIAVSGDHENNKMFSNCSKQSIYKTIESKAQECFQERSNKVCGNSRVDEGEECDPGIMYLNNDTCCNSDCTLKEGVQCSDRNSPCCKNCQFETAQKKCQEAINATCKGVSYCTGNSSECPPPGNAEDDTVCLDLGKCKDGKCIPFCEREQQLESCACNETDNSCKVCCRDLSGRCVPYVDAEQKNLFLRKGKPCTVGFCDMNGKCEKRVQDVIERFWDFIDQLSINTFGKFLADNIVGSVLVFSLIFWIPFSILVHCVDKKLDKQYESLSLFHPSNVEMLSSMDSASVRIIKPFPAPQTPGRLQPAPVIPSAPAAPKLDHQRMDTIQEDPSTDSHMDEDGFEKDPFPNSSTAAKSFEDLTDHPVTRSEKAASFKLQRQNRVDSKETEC
# hcDAF-12 act: activators of H. contortus DAF-12 nuclear receptor. HEK293 hcDAF-12 lit1-tk-luc reporter, luminescence; 0% DMSO, 100% Δ7-dafachronic acid. 370,000 compounds, 1.4% hits. activation, % at 6.8 µM;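 active = activation above the mean of all tested compounds plus 3 SD, cut at about 5.5% in these data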;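 also: 100% = response to 3 µM Δ7-dafachronic acid high control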
# FXN GAA850 act: activators of GAA850 frataxin (FXN) promoter. HEK293 lucGAA850 FXN promoter luciferase reporter, 24 h; percent of 10 µM SAHA response. activation, % at 6 µM. 360,000 compounds, 0.56% hits;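 active = activation above the average of all compounds screened plus 3 SD, cutoff fixed separately per campaign, cut at about 7.5% in these data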;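 also: 0% = DMSO wells and 100% = 10 µM SAHA wells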
# hgDAF-12 ag: agonists of H. glycines DAF-12 nuclear receptor; HEK293 GAL4-hgDAF12 UAS-luciferase reporter, agonist luminescence; normalized to butyrate control; activation, % at 6.8 µM; 370,000 compounds, 1.8% hits; AID 687014;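 active = activation above a cutoff set at the mean of all screened compounds plus 3 SD, cut at about 10% in these data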;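 also: 0% = DMSO wells and 100% = sodium butyrate wells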
# ADAM10 inh: ADAM10 inhibition, QFRET primary screen; recombinant ADAM10, EDANS/DABCYL FRET peptide cleavage, 3 h; inhibition, % at 7 µM; O14672; 370,000 compounds, 0.62% hits;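 active = inhibition above a per-campaign cutoff equal to the mean of compounds falling between control-based bounds plus 3 SD, cut at about 20% in these data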;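 also: 0% = DMSO wells while the 100% control is not disclosed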
# sPLA2-III inh: Inhibits HGIII-sPLA2 liposome hydrolysis, primary screen; QFRET BODIPY PC-A2 liposome hydrolysis, fluorescence; AID 743126; Q9NZ20; inhibition, % at 12.2 µM; 370,000 compounds, 0.56% hits;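 active = inhibition above mean plus 3 SD of compounds lying within the high and low control bounds, cut at about 19% in these data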;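 also: 0% = median of test compound wells and 100% = no enzyme DMSO wells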
# PLC-beta3 inh: PLC-beta3 (human) inhibition, primary screen; Purified PLC-beta3, fluorogenic substrate, fluorescence; inhibition, % at 12.2 µM; 370,000 compounds, 0.18% hits; AID 720704; in the data active = inhibition above about 11%;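 also: 0% = median of compound wells on plate and 100% = full blocker control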
# PLC-gamma1 inh: inhibitors of human phospholipase C gamma1 | P19174 | purified PLC-gamma1, fluorogenic substrate, fluorescence | inhibition, % at 12.2 µM | 370,000 compounds, 0.84% hits | AID 720700; in the data active = inhibition above about 9.5%
# Numbers without * were called inactive; i = inactive; . = not tested or not shown.
SMILES,ssDAF-12 act,DAX1 inh-1,DAX1 inh-2,ADAM17 inh,hcDAF-12 act,FXN GAA850 act,hgDAF-12 ag,ADAM10 inh,sPLA2-III inh,PLC-beta3 inh,PLC-gamma1 inh
CCC(C)(C)NC(=O)CN(C(=O)CCC(=O)Nc1nccs1)c1cccc(C)c1C,-0.9,0.1,-0.3,-3,-1.7,-2.4,1.0,1,-3,-1,-2
O=S(=O)(Nc1ccc(Cl)cn1)c1ccc2c(c1)OCCO2,-0.8,0.6,2.1,-3,-1.0,-0.4,2.4,-10,-4,-1,3
COC(=O)c1ccc(N2NC(=O)/C(=C/c3cc(OC)c(OC)c(OC)c3)C2=O)cc1,-0.7,0.6,-0.1,-1,-0.5,-0.7,2.6,-3,-14,-5,-4
CCOC(=O)C1C(=O)CC(C)(O)C(C(=O)OCC)C1c1ccccc1OC (configuration not stated),-1.3,0.8,1.0,-8,-1.7,0.7,0.3,-8,2,0,-1
O=[N+]([O-])c1cc(C(F)(F)F)ccc1N1CCN(S(=O)(=O)c2ccc3ccccc3c2)CC1,-0.8,-2.5,0.7,-6,-2.5,0.1,-3.0,1,0,-11,6
Cc1ccc(C)c2sc(NC(=O)c3nc4ccccc4s3)nc12,-1.2,0.8,0.2,-3,2.0,-0.2,5.5,-14,7,-2,0
Cc1c(Cl)ccc2c(C(=O)O)cc(-c3ccccc3)nc12,-1.4,1.5,0.1,2,1.1,-1.1,-1.9,5,-10,-13,-1
O=C(CN1CCOCC1)NNC(=O)c1ccc([N+](=O)[O-])cc1,-0.7,-0.1,-0.1,-5,1.5,-0.2,0.2,-4,0,-4,2
O=C1C(=O)N(CCN2CCOCC2)C(c2ccccn2)/C1=C(/O)c1ccc(Cl)cc1 (configuration not stated),-0.7,1.9,0.2,-4,-1.0,0.1,-0.3,-4,-1,-5,-4
O=C(Nc1cc([N+](=O)[O-])ccc1C(=O)NCCN1CCOCC1)c1ccccc1,-1.5,0.8,-0.8,0,-2.9,-1.0,0.0,-2,-5,-1,4
CCc1ccc(NC(=O)Nc2cc(C(=O)NCC3CCCO3)ccc2N2CC3CC(C2)c2cccc(=O)n2C3)cc1 (configuration not stated),-0.8,-0.1,-0.3,-2,-2.1,-5.3,-2.5,-2,-8,-8,1
Cc1noc(C)c1NC(=O)N(C)C[C@H]1Oc2ccc(NC(=O)NC3CCCCC3)cc2C(=O)N([C@H](C)CO)C[C@@H]1C,-0.4,0.0,0.0,4,2.4,-0.3,-0.4,0,2,1,0
COc1ccc(NC2CCCN(C(=O)C3(C)CCCCC3)C2)cc1OC (configuration not stated),-1.1,1.6,-2.6,-1,-2.8,0.2,-0.2,-6,13,-9,-1
Cc1ccc(S(=O)(=O)N(CC(=O)N/N=C/c2ccccc2C(=O)O)c2cc(Cl)cc(Cl)c2)cc1,-1.8,4.0,0.7,-2,1.4,2.3,-1.6,-10,-2,-4,-2
Cc1cc(N2CCCCC2)nc(SCC(=O)c2ccccc2)n1,-0.1,0.0,0.9,-1,-0.7,5.5,3.6,7,-32,-1,2
Cc1cc(C)c2nc(N3CCC(C(=O)NCc4cccnc4)CC3)sc2c1,-1.5,-0.3,0.3,-2,0.9,1.1,-0.4,3,2,1,1
CCOC(=O)C(CCSC)Nc1nc(Cl)nc(Nc2ccc(Cl)cc2)n1 (configuration not stated),-1.2,0.8,-0.4,2,0.8,-0.4,1.6,1,-13,1,1
Cc1nonc1OCCNc1ccc([N+](=O)[O-])cc1[N+](=O)[O-],-1.8,-0.3,-0.4,7,-0.9,3.1,0.1,-2,13,2,4
COc1ccc(Cl)cc1NC(=O)CN(C)C(=O)c1cn(-c2ccccc2)nc1-c1cccs1,-1.0,-0.7,-0.4,-1,2.7,-1.3,1.5,-5,-8,-5,3
CN(C)S(=O)(=O)c1cccc(NC(=O)COC(=O)CCC(=O)c2cccs2)c1,-1.3,-0.3,0.6,1,-1.1,1.8,-2.2,5,1,-1,2
CCCN1CC(O)=C(C#N)C1=O,-0.5,-0.1,0.8,-1,-0.9,-1.9,-0.1,-4,0,-2,1
Cc1ccc(Cl)cc1N1CCN(S(=O)(=O)c2c(C(=O)N3CCOCC3)c(C)n(C)c2C)CC1,-1.2,-0.2,0.1,1,0.1,1.7,-0.2,1,-5,-4,-1
CC(C)C[C@H]1COc2c(Cl)cccc2S(=O)(=O)N1Cc1ccc(F)cc1F,-0.9,.,-1.0,1,1.6,.,4.3,1,4,2,5
C=CC[C@@H](Cc1ccc(F)cc1)C(=O)OC[C@H]1CCCN1C(=O)[C@@H](CC=C)CC(=O)N(CCO)Cc1ccccc1,-1.7,-0.8,-0.9,8,-2.1,-7.1,-5.7,-2,-13,1,4
COc1cccc(CN(C)CC(=O)Nc2cccc3ccccc23)c1,-1.4,-0.3,-0.1,-3,-1.5,1.2,0.0,3,-2,3,7

# (further entries)
SMILES,ssDAF-12 act,DAX1 inh-1,DAX1 inh-2,ADAM17 inh,hcDAF-12 act,FXN GAA850 act,hgDAF-12 ag,ADAM10 inh,sPLA2-III inh,PLC-beta3 inh,PLC-gamma1 inh
CCOc1ccc(NC(=O)Nc2cccn(Cc3ccccc3)c2=O)cc1,-1.8,-3.9,-1.9,3,-3.1,0.5,-3.3,14,-11,-10,-8
COCc1nnc(NC(C)=O)s1,-0.5,5.5*,0.1,0,1.7,1.3,2.1,4,-2,2,-1
C(=N\Nc1nc2ccccc2[nH]1)/c1ccc2c(c1)OCCO2,-0.7,1.1,1.4,0,-0.4,-3.5,-1.8,-12,9,-47,-35
O=C(Nc1ccccc1F)c1ccncc1,-0.9,0.7,-0.7,-1,-0.6,0.0,-0.9,0,2,1,-31
O=C(O)c1ccc(/C=N/NC(=O)c2ccc(Br)cc2)cc1,0.7,-0.5,-0.7,-1,-1.1,0.9,-0.4,5,0,4,0
Cc1ccc(-n2c(=O)c3sccc3n(Cc3cc(=O)n4ccccc4n3)c2=O)cc1,-0.6,-0.3,-0.7,-21,-1.6,1.5,-0.6,-93,5,-32,-33
C[C@H](NC(=O)c1nc[nH]c1C(=O)NC1CCNCC1)C(=O)OC(C)(C)C,-1.0,0.0,-0.1,-4,-1.6,-1.1,5.7,-19,7,-2,0
COc1ccccc1CCNC(=O)CNC(=O)c1ccc2ccccc2c1,-1.4,-2.0,0.4,-3,-2.6,-1.3,-0.5,-1,-4,-12,-2
CC(C)C1=NN2C(=N)CC(=O)N=C2S1,-0.6,-0.6,0.3,-19,0.1,1.6,-1.3,-63,-11,-7,-6
C=CCn1c(SCC(=O)c2cc(C)n(C(C)COC)c2C)nc2sc(C)c(C)c2c1=O (configuration not stated),-1.8,-0.4,-0.1,3,-0.6,-1.8,-0.6,2,-3,2,6
Cn1nnnc1SCC(=O)Nc1ccccc1Br,-0.9,0.2,-1.1,-8,-1.9,0.6,-0.3,-5,4,-5,-2
Cc1sc2nc(SCC(=O)NCCO)n(-c3ccccc3)c(=O)c2c1C,-1.7,1.9,-1.1,-1,0.4,2.2,-1.0,-1,-3,5,-1
COc1ccc(C(=O)COC(=O)CCn2nnc(-c3cccc(O)c3OC)n2)cc1,-0.7,1.8,0.1,-2,0.1,-1.7,-1.8,-7,-7,1,2
Cc1cccc(C)c1NC(=O)CN(C)C(=O)CC1CC2CCC1C2 (configuration not stated),-1.0,0.8,1.4,0,-1.4,-0.4,-0.4,-3,7,-6,-1
CC(O)COc1ccc(/C(=N/O)c2ccccc2)cc1 (configuration not stated),-1.3,0.1,1.8,-2,-0.5,2.9,2.9,8,-2,6,3
C[C@@H]1CN([C@H](C)CO)C(=O)CCCn2nncc2CO[C@H]1CN(C)Cc1cccc2c1OCCCO2,-0.8,2.1,0.1,0,-1.6,-1.1,-0.6,4,5,2,1
O=C(NCCN1CCC(n2c(=O)[nH]c3ccccc32)CC1)c1ccc(F)cc1Cl,-1.3,.,-0.2,-4,-2.0,.,-1.5,-11,1,-1,0
CC(=O)Oc1c(-c2ccc(Br)o2)oc2ccccc2c1=O,-1.4,-0.6,-0.7,-268,-1.9,0.8,-2.1,i,-11,i,i
CN1C(=O)/C(=C/c2ccccc2OCc2cccc(F)c2)NC1=S,-0.9,2.5,-1.5,-2,-0.7,-0.4,-0.3,0,1,-3,-2
CCOCCCNC(=O)CN1C(=O)COc2ccc(S(=O)(=O)N3CCCCCC3)cc21,-1.1,0.6,-0.5,-5,-0.3,0.6,-1.2,0,2,-3,1
CSC1=NCCN1C(=O)Cc1ccc(Cl)cc1,0.1,0.8,-0.5,-3,-1.5,1.0,2.0,-10,5,2,0
CC1(C)Cc2c(C#N)c(SCC(=O)c3ccccc3)nc(N3CCOCC3)c2CO1,-1.3,-0.7,0.0,0,0.0,3.9,-1.2,1,-12,-13,-8
Cc1ccc(S(=O)(=O)NN2C(=O)c3ccccc3NC2c2ccccc2O)cc1 (configuration not stated),-0.7,.,0.0,-17,-1.7,2.0,1.3,-53,3,-46,-42
NC(N)=NN=C1CCC(c2ccccc2)CC1 (configuration not stated),-0.3,-0.8,0.0,0,1.3,-1.5,0.5,1,0,4,0
CC(C)(C)OC(=O)CNC(=O)c1[nH]cnc1C(=O)Nc1ccc(Cl)cc1,-1.2,0.0,0.1,1,-1.0,0.7,-0.5,9,-2,1,0

# The results go on.
SMILES,ssDAF-12 act,DAX1 inh-1,DAX1 inh-2,ADAM17 inh,hcDAF-12 act,FXN GAA850 act,hgDAF-12 ag,ADAM10 inh,sPLA2-III inh,PLC-beta3 inh,PLC-gamma1 inh
Cc1c(F)cccc1NC(=O)CCCCCC1NC(=O)NC1C (configuration not stated),-1.5,0.8,1.1,-4,1.2,1.3,2.5,-1,1,-6,1
CCCc1c(C(=O)Nc2ccc(OC)cc2)cnn1-c1ccccc1,-0.1,6.3*,0.1,0,2.2,1.6,3.2,-2,-1,-3,-1
C/C(=N/NC(=O)c1ccc2c(c1)OCO2)c1cccc([N+](=O)[O-])c1,-0.5,2.1,2.0,0,1.4,4.7,5.0,0,-4,-9,0
CSc1nc(N)nc2c1ncn2CC(=O)NCC1CCCO1 (configuration not stated),-0.7,0.4,0.0,-3,0.6,-0.3,-0.8,-17,0,0,-2
O=C(NNC(=O)c1cc2cc3ccccc3nc2s1)c1cccc(Cl)c1,-1.1,0.0,-0.2,-4,-0.2,0.6,0.8,-9,0,-13,-11
CCS(=O)(=O)c1ccc2c(c1)N(S(C)(=O)=O)CC(C(=O)NCCOC)O2 (configuration not stated),-1.2,0.0,0.8,-6,-0.7,0.7,-0.6,-3,5,1,3
COc1ccc(NC(=O)NC2(C)CCS(=O)(=O)C2)cc1 (configuration not stated),-1.5,3.5,0.0,7,-1.6,0.6,0.7,-12,2,-4,12*
Cc1cc(C)c(S(=O)(=O)c2cccc(C)c2C)c(=O)[nH]1,-1.4,-0.4,-0.1,-3,1.7,0.8,-1.4,-6,0,-6,0

# Some values from the entries so far:
# ssDAF-12 act result of `O=C(NNC(=O)c1cc2cc3ccccc3nc2s1)c1cccc(Cl)c1` → -1.1
# hgDAF-12 ag result of `Cc1cc(C)c(S(=O)(=O)c2cccc(C)c2C)c(=O)[nH]1` → -1.4
